High-throughput results from PubChem.
rCAG RNA binder: r(CAG) repeat RNA binding. AID 651821. 1.3% of 370,000 active. TO-PRO-1 dye displacement fluorescence. inhibition, % at 3 µM;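 active means inhibition above the plate cutoff, the mean of all test compounds on that plate plus 3 SD, cut at about 35% in these data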;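 further: 0% = DMSO alone and 100% = 100 µM mitoxantrone as full dye displacement; higher means more dye released from RNA so lower well fluorescence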
Rev-erbA mod: modulates human Rev-erb alpha binding to DNA. Rev-erbα–FITC-DNA binding, fluorescence polarization, 90 min. P20393. activity, % at 10 µM. AID 1259318. 0.79% of 370,000 active;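 active means activity above about 14%, limit read from the data; passing the limit was not always enough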;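 further: 0% = DMSO wells with 35 nM protein and 100% = DMSO wells with 750 nM protein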
PG9 Ab binder: PG9 antibody binding by small molecule | TR-FRET gp120-PG9 antibody binding | inhibition, % at 6.7 µM | 0.43% of 360,000 active; in the data active means inhibition above about 8.5%
UHRF1 MBD2 ctr: human UHRF1 methylated DNA binding inhibitors; UHRF1 binding to methylated oligo, TR-FRET; inhibition, % at 4.4 µM; 0.75% of 370,000 active; Q96T88; in the data active means inhibition above about 21%;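 further: UHRF1 SRA domain binding a hemimethylated CpG hairpin DNA probe; 0% = median of test compound wells and 100% = reference inhibitor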
LEDGF integ inh: blocks HIV-1 LEDGF/p75-dependent DNA integration | TR-FRET IN-LEDGF/p75 DNA integration, Eu/Cy5 | inhibition, % at 3.7 µM | 0.64% of 370,000 active | AID 743269;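 active means inhibition above the screen-wide mean plus 3 SD, cut at about 13% in these data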;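 further: signal is the Cy5 over europium emission ratio at 671 and 618 nm; 0% = plate median of compound wells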
TCR-CD3 inh: human TCR-CD3 binding inhibition | TAMRA-labeled TCR probe fluorescence, biochemical | AID 651800 | inhibition, % at 9.4 µM | 0.37% of 360,000 active; in the data active means inhibition above about 19%;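 further: recombinant mutant TCR 2C K166C tagged with TAMRA read by polarization; 0% = receptor in buffer alone and 100% = receptor with positive control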
MBD2 DNA inh: inhibitors of human MBD2 binding to methylated oligonucleotide; TR-FRET; inhibition, % at 4.4 µM; 0.31% of 370,000 active; in the data active means inhibition above about 13%
Target sequence (Q9UBB5 whole entry, looked up): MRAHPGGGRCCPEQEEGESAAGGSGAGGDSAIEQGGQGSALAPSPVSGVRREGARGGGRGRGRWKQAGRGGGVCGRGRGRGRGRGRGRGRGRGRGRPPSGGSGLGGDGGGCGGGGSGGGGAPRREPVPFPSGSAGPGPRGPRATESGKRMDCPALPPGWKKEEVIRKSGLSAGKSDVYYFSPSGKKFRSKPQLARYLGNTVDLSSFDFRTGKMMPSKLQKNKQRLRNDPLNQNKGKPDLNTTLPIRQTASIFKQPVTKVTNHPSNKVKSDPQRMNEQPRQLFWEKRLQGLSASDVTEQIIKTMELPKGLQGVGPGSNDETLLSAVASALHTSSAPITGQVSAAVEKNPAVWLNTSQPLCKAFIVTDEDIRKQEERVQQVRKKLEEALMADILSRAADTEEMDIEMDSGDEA
ABHD4 inh: ABHD4 (mouse) inhibition, primary FP screen; 0.54% of 370,000 active; AID 720543; purified mABHD4, FP-Rh probe fluorescence polarization; inhibition, % at 8.92 µM; Q8VD66;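 active means inhibition exceeding the mean over every tested compound plus 3 SD, cut at about 30% in these data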;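 further: 0% = plate median of compound wells and 100% = S159A mutant with DMSO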
Target sequence (Q8VD66 whole entry, looked up): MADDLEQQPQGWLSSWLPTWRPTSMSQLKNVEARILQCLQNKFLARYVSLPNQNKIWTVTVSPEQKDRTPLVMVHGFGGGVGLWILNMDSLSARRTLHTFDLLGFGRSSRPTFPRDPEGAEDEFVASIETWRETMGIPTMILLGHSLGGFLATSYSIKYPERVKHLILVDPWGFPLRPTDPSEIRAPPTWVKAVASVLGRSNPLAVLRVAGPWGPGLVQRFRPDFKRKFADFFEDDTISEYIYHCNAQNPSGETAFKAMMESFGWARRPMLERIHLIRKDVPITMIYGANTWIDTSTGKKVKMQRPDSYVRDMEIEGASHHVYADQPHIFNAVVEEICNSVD
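assay system = mABHD4 protein | compound dosing = single nominal dose of 8.92 µM, 0.89% DMSO final | read-out basis = percent inhibition of probe binding, normalized to plate controls | schedule = Enzyme–compound pre-incubation 45 min, then probe 60 min, both 25 °C | detection = fluorescence polarization, excitation 525 nm, emission 598 nm, BODIPY TMR filters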
HTRA1 inhibitor: inhibitors of human serine peptidase HTRA1. recombinant HTRA1, FP-rhodamine activity-based probe, fluorescence polarization. inhibition, % at 5.96 µM. 0.5% of 340,000 active; in the data active means inhibition above about 36%;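 further: 0% = enzyme with DMSO and 100% = wells lacking enzyme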
PRMT1 inh: PRMT1 (human) inhibition, primary screen; recombinant PRMT1, activity-based probe fluorescence polarization; inhibition, % at 2.79 µM; 1.3% of 370,000 active;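 active means inhibition above about 21% made by adding two undisclosed values, limit read from the data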
* marks the source's active call; other numbers are inactive results; x = no result given. An excerpt; rates above refer to the full screens.

molecule,rCAG RNA binder,Rev-erbA mod,PG9 Ab binder,UHRF1 MBD2 ctr,LEDGF integ inh,TCR-CD3 inh,MBD2 DNA inh,ABHD4 inh,HTRA1 inhibitor,PRMT1 inh
CCOc1cc(/C=C2/C(=O)ON=C2C)ccc1OCc1ccccc1F,2,-1,-0.2,10,2,2,10,-13,-7,6
NC(=O)C1CCCc2c1n(Cc1ccccc1)c1ccccc21 (stereo not given),-4,3,0.6,-2,-5,2,1,-3,-2,1
COc1ccc(/C=N/NC(=O)c2cc(-c3ccccc3OC)nc3ccccc23)cc1COC(C)=O,11,-2,2.8,6,1,-1,0,-57,-37,0
COc1ccc(S(=O)(=O)N(C)CC(=O)Nc2ccccc2SC)cc1,-5,5,0.2,-3,1,2,0,0,-10,0
CN1C(=O)C(=O)/C(=C(/O)c2ccc(Br)cc2)C1c1ccccc1F (stereo not given),5,-1,-0.1,-2,-3,-3,-4,12,-1,2
Cc1cc(C)cc(-n2ncc3c2CCCC3NC(=O)c2cc(C)n(C)n2)c1 (stereo not given),-6,-1,1.4,2,-2,-2,0,0,2,-4
C[C@H](NC(=O)OC(C)(C)C)C(=O)N/N=C/c1cccc2nccnc12,-3,8,-2.9,1,3,-9,-2,-3,6,-4
COc1ccc(OC)c(S(=O)(=O)N2CCN(c3c(C)cccc3C)CC2)c1,7,6,-0.3,-3,-3,7,-5,6,-21,2
O=C(CCc1nc2ccccc2c(=O)[nH]1)NNC(=O)COc1ccccc1Cl,0,-4,1.6,3,2,-10,-2,-2,1,3
CCc1cc(C(=O)NNC(=O)c2csc(N3CCOCC3)n2)sc1C,3,-2,-1.9,2,1,0,-2,-4,0,-2
O=S(=O)(c1ccc2nnn(O)c2c1)N1CCCCC1,0,3,0.0,4,0,-6,-1,-1,7,0
CCOC(=O)c1c(NC(=O)CSc2nnc(-c3c[nH]c4ccccc34)n2C)sc2c1CCCC2,4,-6,0.4,2,-2,2,5,2,-2,-1
Cn1nnnc1SCC(=O)Nc1c(Cl)cccc1Cl,-2,-2,0.1,0,2,-4,-6,7,1,-3
COC(=O)COc1ccc(S(=O)(=O)NCCC2=CCCCC2)cc1,0,-4,0.1,2,-1,-5,2,-4,3,2
COc1ccc(OCCNc2cc(N3CCOCC3)ccc2[N+](=O)[O-])cc1,7,11,-0.4,-7,1,0,-9,-9,-25,-3
O=[N+]([O-])c1ccc(OCCn2cncn2)cc1,-1,6,-1.5,8,-1,1,3,2,2,2
COc1cccc(NC(=O)COC(=O)c2sccc2C)c1,2,-2,-0.4,-2,-2,-5,5,2,-5,4
CSc1nnc(CNS(=O)(=O)c2ccc(Br)cc2)n1C,-3,4,1.4,0,-1,3,6,9,0,5
COc1ccc(C=O)cc1-c1cc(C(C)=O)c2n(c1=O)CCC2,7,-1,x,1,0,x,3,-1,x,-3
CCc1nnc(NS(=O)(=O)c2ccc(NC(=O)c3ccc([N+](=O)[O-])s3)cc2)s1,61*,2,0.2,1,0,6,-1,24,-4,-1
Cc1cc(=O)[nH]c(SCC(=O)Nc2ccc(C(=O)O)cc2)n1,-3,-5,0.5,4,-4,0,1,-1,9,2
COCCCNC(=O)CCSc1ccc(Cl)cc1,-3,-1,-0.1,1,-5,-2,5,-7,4,3
Cc1csc(N=Cc2ccc([N+](=O)[O-])o2)n1,27,-20,-3.6,22*,21*,9,10,30*,32,23*
CN(CC(=O)Nc1ccccc1C(F)(F)F)C(=O)CCc1nc2ccccc2c(=O)[nH]1,-3,1,1.2,-1,2,4,-3,2,7,3
O=C(Nc1ccc2ccccc2c1)c1ccc2[nH]c(=O)c(=O)[nH]c2c1,22,-1,-1.9,-5,-1,9,-5,-25,-31,0
O=C(c1ccc(Br)o1)N(Cc1ccccc1)Cc1ccccc1,-2,-2,2.6,3,2,-7,7,-12,-16,1
CNc1ccc(C(=O)OCC(=O)NCc2ccc3c(c2)OCO3)cc1[N+](=O)[O-],0,5,-0.1,0,1,-7,-2,3,-1,0
O=C(N[C@H]1C[C@@H]2O[C@@H](CO)CC[C@@H]2O[C@@H]1CCc1ccc(-c2cccnc2)cc1)c1cccc(F)c1,1,-4,x,3,9,x,-5,-8,x,-2
CCOC(=O)C1CCCN(CC(=O)NC2CC2)C1 (stereo not given),0,-1,1.2,1,-2,-1,0,10,-1,0
CCOC(=O)C1C(=O)C=C(N2CCOCC2)CC1c1cccc(OC)c1 (stereo not given),5,3,-0.5,-1,-1,11,-7,-6,-6,1
COC(=O)[C@H](C(C)C)N(CCCc1cn(Cc2ccc(C)cc2)nn1)S(=O)(=O)c1ccccc1Br,4,-1,x,5,-3,x,1,-8,x,2
CCS(=O)(=O)NCCCCc1ccccc1,-3,1,-0.2,-1,-4,6,-4,-6,6,1
Cc1nc(-c2ccccc2)sc1C(=O)CSc1ccc(F)cc1,-3,0,0.8,0,0,-3,3,-6,-18,0
CN(C)S(=O)(=O)c1ccc(C(=O)OCC2CCCO2)cc1 (stereo not given),2,4,-1.7,0,1,-2,1,1,3,2
Cc1cc(=O)oc2cc(NC(=O)C3COc4ccccc4O3)ccc12 (stereo not given),3,11,16*,4,0,0,-2,3,3,-2
Cc1cc(NC(=O)CSc2nnnn2-c2cc(Cl)ccc2C)no1,-2,0,-3.5,-2,1,-4,2,1,1,-3
Cc1ccc(NC(=O)COC(=O)COc2cccc3c2OC(C)(C)C3)c(C)c1,-8,1,1.5,0,-5,-8,2,4,1,2
CCSc1ncccc1-c1nc2ccccc2[nH]1,0,-5,0.2,-2,3,1,2,0,11,-2
C[C@@H]1CN([C@@H](C)CO)S(=O)(=O)c2ccc(Br)cc2O[C@H]1CN(C)C(=O)Nc1ccc(C(F)(F)F)cc1,6,-2,-2.1,3,-5,-9,6,-44,-29,6
CCOc1ccc(CCNC(=O)CSCC(=O)Nc2cccc(C)c2)cc1OCC,-7,-1,-0.2,-1,-3,-10,-1,2,-4,4

Arranged by count of non-hydrogen atoms (rising): part of the list above
molecule,rCAG RNA binder,Rev-erbA mod,PG9 Ab binder,UHRF1 MBD2 ctr,LEDGF integ inh,TCR-CD3 inh,MBD2 DNA inh,ABHD4 inh,HTRA1 inhibitor,PRMT1 inh
Cc1csc(N=Cc2ccc([N+](=O)[O-])o2)n1,27,-20,-3.6,22*,21*,9,10,30*,32,23*
COc1ccc(OCCNc2cc(N3CCOCC3)ccc2[N+](=O)[O-])cc1,7,11,-0.4,-7,1,0,-9,-9,-25,-3
CCc1nnc(NS(=O)(=O)c2ccc(NC(=O)c3ccc([N+](=O)[O-])s3)cc2)s1,61*,2,0.2,1,0,6,-1,24,-4,-1

More compounds follow.
molecule,rCAG RNA binder,Rev-erbA mod,PG9 Ab binder,UHRF1 MBD2 ctr,LEDGF integ inh,TCR-CD3 inh,MBD2 DNA inh,ABHD4 inh,HTRA1 inhibitor,PRMT1 inh
COc1cc(C(=O)N/C(=C\c2cn(C)c3ccccc23)C(=O)NCCCO)cc(OC)c1OC,0,6,0.3,-1,0,-1,-1,-4,1,1
CC(C)OC(=O)c1c(NC(=O)C2CC=CCC2C(=O)O)sc2c1CCCCC2 (stereo not given),56*,1,-0.7,-3,3,0,-2,0,-10,0
Cc1ccc(CNC(=O)c2ccc(CNS(=O)(=O)c3ccc4c(c3)C(C)(C)C(=O)N4C)cc2)o1,7,2,0.0,-2,0,10,3,2,0,2
Cc1ccc(NC(=O)[C@H](NC(=O)[C@@H]2Cc3ccccc3CN2)c2ccccc2)cc1,-1,3,-3.6,0,2,-4,1,1,-17,-5
O=C(N/N=C/c1c[nH]c2ccccc12)c1ccccc1O,5,-3,-0.1,3,-2,-5,7,-4,13,4
O=C(NCC(=O)N1CCN(C(=O)c2ccco2)CC1)c1ccccc1,0,-3,-4.5,3,4,2,-7,-2,4,-4
COc1ccc(Oc2cccc(Cl)c2CNC(=O)CC(C)(C)CC(=O)O)cc1,3,5,-0.2,0,2,1,0,-2,-3,-2
CCC(=O)NC(c1ccc(Cl)cc1Cl)c1ccc2cccnc2c1O (stereo not given),1,-8,-0.1,-12,-6,3,-4,19,74*,-4
COc1ccc(C)cc1NC(=O)CCNC(=O)Cn1ccc2ccccc2c1=O,-4,2,-0.8,3,4,-5,1,-2,3,-3
COCCNc1nc(Cl)c(C#N)s1,0,1,-3.3,0,-1,5,2,3,0,0
Cc1ccc(NC(=O)CCN2C(=O)C3CC=CCC3C2=O)cc1Cl (stereo not given),0,-8,0.8,0,1,-7,2,7,-2,1
CC(C)(C)CN1CCC(Oc2cccc(C(=O)N3CCC[C@H]3CO)c2)CC1,-6,8,-0.7,2,-2,-1,-1,5,2,3
Cc1cccc(OCC(=O)Nc2ccc3c(C)cc(=O)oc3c2)c1,-1,8,1.1,6,1,-7,1,3,2,0
Cc1ccccc1NC(=O)CSc1nnc2ccc(-c3ccccn3)nn12,0,-3,-0.3,0,2,9,-2,-4,-2,-4
COc1ccc(OCc2nnc(SCc3ccc(C(=O)O)cc3)o2)cc1,5,4,-2.9,-2,4,3,2,-7,-4,-1
CC(=O)Nc1cccc(C(=O)/C=C/c2ccco2)c1,13,0,-1.1,1,4,0,0,1,0,21*
Cc1c(C(=O)Nc2c(F)cccc2F)sc2ncnc(N3CCN(c4ccccc4)CC3)c12,3,4,0.7,-1,1,3,0,-16,-40,2
O=c1c2ccccc2[nH]c(=S)n1CCCN1CCN(C2CCCCC2)CC1,1,-1,-2.9,-1,-2,3,-5,13,-2,-1
Cc1cc(C)cc(NC(=O)C2CCN(S(=O)(=O)c3ccc4c(c3)NC(=O)C(C)S4)CC2)c1 (stereo not given),9,3,1.6,-3,1,-4,-1,-22,-51,-1
COc1ccc(S(=O)(=O)NCC(c2cccnc2)N2CCN(c3ccccc3OC)CC2)cc1C (stereo not given),-1,4,-0.2,3,4,1,0,4,-3,-1
